Pf apPOL block: Pf-apPOL DNA polymerase inhibition. Recombinant Pf-apPOL, molecular beacon fluorescence, 1.5 h. inhibition, % at 10 µM. actives 0.25% (n = 210,000). AID 1794808
mHTT-CaM PPI inh: inhibitors of human mutant huntingtin-calmodulin interaction; AlphaScreen His-mHTT/GST-CaM binding, luminescence; inhibition, % at 15 µM; actives 3.6% (n = 190,000); AID 1671202;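 also: 0% = both proteins with DMSO and 100% = one protein alone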
Target sequence (P42858 whole entry, looked up, stated change not applied): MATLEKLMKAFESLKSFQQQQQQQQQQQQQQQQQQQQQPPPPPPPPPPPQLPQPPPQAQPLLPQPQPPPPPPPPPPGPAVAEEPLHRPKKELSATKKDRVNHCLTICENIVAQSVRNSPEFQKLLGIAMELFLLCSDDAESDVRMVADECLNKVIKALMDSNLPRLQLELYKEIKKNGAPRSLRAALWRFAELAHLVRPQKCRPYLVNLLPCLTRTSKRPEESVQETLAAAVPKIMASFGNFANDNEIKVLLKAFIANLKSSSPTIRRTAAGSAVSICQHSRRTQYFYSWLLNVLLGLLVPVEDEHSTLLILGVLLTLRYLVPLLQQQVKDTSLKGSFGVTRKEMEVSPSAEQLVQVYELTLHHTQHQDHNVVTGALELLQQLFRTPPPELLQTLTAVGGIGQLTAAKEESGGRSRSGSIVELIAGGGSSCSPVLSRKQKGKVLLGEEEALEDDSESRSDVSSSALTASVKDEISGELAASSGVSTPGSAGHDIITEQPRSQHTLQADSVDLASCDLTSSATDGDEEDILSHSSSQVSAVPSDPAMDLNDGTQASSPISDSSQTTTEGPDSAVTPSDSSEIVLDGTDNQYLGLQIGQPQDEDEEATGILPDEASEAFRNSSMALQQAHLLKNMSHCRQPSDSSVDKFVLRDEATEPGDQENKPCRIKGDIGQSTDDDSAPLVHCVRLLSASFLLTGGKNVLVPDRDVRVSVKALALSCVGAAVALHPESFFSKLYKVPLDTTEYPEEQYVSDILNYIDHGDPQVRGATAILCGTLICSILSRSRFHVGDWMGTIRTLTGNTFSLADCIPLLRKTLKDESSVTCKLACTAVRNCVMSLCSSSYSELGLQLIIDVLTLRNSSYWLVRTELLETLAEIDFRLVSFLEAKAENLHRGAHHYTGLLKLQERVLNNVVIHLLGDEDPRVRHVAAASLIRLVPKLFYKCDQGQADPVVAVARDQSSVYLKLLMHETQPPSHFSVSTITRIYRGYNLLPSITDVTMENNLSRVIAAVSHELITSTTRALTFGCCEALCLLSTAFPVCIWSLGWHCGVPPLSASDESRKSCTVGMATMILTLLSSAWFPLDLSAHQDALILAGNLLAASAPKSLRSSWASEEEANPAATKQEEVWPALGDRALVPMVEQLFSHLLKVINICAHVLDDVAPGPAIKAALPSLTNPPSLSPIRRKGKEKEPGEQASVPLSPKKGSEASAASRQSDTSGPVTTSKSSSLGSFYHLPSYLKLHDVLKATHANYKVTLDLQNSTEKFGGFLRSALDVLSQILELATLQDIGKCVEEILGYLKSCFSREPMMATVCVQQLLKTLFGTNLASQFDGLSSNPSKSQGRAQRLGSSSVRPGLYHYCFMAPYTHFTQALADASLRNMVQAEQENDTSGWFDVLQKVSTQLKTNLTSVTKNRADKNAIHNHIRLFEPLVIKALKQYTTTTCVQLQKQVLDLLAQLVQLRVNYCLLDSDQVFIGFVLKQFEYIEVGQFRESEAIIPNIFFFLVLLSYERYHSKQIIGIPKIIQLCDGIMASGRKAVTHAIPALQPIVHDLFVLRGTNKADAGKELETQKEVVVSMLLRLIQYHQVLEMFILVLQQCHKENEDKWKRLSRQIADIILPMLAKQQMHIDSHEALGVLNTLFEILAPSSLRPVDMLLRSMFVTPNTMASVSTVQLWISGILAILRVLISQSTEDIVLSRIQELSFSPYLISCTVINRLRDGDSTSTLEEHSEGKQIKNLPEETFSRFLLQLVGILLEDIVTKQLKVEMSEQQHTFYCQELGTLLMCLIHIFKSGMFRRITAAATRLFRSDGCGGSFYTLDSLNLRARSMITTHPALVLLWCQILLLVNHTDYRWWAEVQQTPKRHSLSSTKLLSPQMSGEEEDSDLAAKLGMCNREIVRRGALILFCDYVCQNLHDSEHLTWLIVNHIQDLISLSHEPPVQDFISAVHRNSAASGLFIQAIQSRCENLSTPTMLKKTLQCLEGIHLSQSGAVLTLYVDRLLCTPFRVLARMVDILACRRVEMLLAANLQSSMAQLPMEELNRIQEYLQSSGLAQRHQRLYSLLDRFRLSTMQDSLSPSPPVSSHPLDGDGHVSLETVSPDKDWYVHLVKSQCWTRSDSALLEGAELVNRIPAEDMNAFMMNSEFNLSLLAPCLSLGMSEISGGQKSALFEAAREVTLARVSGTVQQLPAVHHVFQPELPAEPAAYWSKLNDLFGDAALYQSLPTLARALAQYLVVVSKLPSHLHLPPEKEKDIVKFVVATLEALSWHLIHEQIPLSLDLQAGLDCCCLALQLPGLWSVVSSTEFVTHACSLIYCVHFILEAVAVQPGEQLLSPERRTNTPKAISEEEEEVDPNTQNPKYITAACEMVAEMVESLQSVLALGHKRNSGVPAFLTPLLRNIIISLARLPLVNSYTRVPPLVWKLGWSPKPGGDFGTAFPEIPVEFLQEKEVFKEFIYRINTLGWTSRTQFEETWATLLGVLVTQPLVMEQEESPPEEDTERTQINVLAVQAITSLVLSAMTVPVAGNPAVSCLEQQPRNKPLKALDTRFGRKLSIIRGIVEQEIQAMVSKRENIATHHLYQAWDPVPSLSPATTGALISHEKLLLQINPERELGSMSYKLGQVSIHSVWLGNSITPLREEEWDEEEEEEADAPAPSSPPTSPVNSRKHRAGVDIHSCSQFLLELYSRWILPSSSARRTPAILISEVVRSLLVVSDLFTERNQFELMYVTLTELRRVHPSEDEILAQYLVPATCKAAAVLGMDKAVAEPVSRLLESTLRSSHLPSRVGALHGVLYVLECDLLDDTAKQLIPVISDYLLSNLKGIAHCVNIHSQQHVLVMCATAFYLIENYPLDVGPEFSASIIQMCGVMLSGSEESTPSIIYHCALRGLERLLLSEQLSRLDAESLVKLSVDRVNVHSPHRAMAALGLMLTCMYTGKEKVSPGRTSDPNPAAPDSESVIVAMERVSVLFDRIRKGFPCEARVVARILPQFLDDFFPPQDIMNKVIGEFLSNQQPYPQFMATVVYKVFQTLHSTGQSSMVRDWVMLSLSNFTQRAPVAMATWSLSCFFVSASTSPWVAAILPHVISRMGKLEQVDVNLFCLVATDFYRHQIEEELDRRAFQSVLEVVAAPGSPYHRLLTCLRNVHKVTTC
* = called active by the depositor; x = no result given; & = joins results of further samples. Rule as the data show it: active = inhibition above about 50%; inactive = the rest.

[1] COc1cccc(C2=N/C(=C/c3ccc(OC)c(OC)c3)C(=O)O2)c1
[2] O=C1CC(c2noc(C3CC3)n2)CN1c1ccccc1 (stereo unspecified)
[3] CCOc1ccc(S(=O)(=O)N(CC(=O)O)c2ccccc2)cc1
[4] Cc1ccc(OCc2nnc(SCC(=O)Nc3ccc(Cl)cc3C)o2)cc1
[5] Cc1ccc(NC(=O)c2ccc([N+](=O)[O-])cc2Cl)cc1C
[6] C=CCN(CC=C)S(=O)(=O)c1ccc(C(N)=O)cc1
[7] Cc1ccccc1CN1C(=O)CCC1(C)C(=O)NCc1ccccc1 (stereo unspecified)
[8] O=C(NCCC1CCN(S(=O)(=O)c2ccc(F)cc2)CC1)Nc1ccc(F)cc1F

Compound	1	2	3	4	5	6	7	8
Pf apPOL block	-2	-3	-5	-5	-4	-4	-2	0
mHTT-CaM PPI inh	17	-8	-3	2	34	-6	-9	31

Retrieved by structure from the entries so far:
[3] CCOc1ccc(S(=O)(=O)N(CC(=O)O)c2ccccc2)cc1
[1] COc1cccc(C2=N/C(=C/c3ccc(OC)c(OC)c3)C(=O)O2)c1
[8] O=C(NCCC1CCN(S(=O)(=O)c2ccc(F)cc2)CC1)Nc1ccc(F)cc1F
[4] Cc1ccc(OCc2nnc(SCC(=O)Nc3ccc(Cl)cc3C)o2)cc1
[5] Cc1ccc(NC(=O)c2ccc([N+](=O)[O-])cc2Cl)cc1C
[7] Cc1ccccc1CN1C(=O)CCC1(C)C(=O)NCc1ccccc1 (stereo unspecified)

Compound	3	1	8	4	5	7
Pf apPOL block	-5	-2	0	-5	-4	-2
mHTT-CaM PPI inh	-3	17	31	2	34	-9

Next section.
[9] COC(=O)c1ccc(COc2ccc3c(=O)c(Oc4ccccc4)c(C)oc3c2)cc1
[10] COc1cccc(Nc2nc(-c3cc(C)ccc3C)cs2)c1
[11] Cc1ccc(-c2c(C(=O)Nc3ccc(S(N)(=O)=O)cc3)oc(=O)c3ccccc23)cc1
[12] CC(C)CC(C(=O)O)N1C(=O)C2C3C=CC(C2C1=O)C1C(=O)N(C(CC(C)C)C(=O)O)C(=O)C31 (stereo unspecified)
[13] CCOC(=O)c1cc(CSc2nnc(SC)s2)on1
[14] COc1cccc(C(=O)NNC(=O)c2ccccc2[N+](=O)[O-])c1
[15] CCN1c2cc(C)ccc2-n2cccc2C12CCN(C(=O)NCc1ccccc1)CC2
[16] O=C(CCn1c(=O)oc2ccccc21)Nc1cc(C(F)(F)F)cc(C(F)(F)F)c1

Compound	9	10	11	12	13	14	15	16
Pf apPOL block	-1	-2	3	4	-5	-2	-1	-10
mHTT-CaM PPI inh	-2	63*	16	-7	x	x	81*	x

[17] COc1nccnc1N1CCC(N(C)S(=O)(=O)c2ccccc2)C1 (stereo unspecified)
[18] CCCOc1ccc(Cn2ccnc2)cc1[N+](=O)[O-]
[19] CC1=C(/C=C/C(C)=C/C=C/C(C)=C/C(=O)O)C(C)(C)CCC1
[20] O=c1cc(CN2CCCCC2)c2cc(O)c(-c3ccccc3)cc2o1
[21] CS(=O)CC(O)(c1ccc(Cl)cc1)c1ccc(Cl)cc1 (stereo unspecified)
[22] COc1ccccc1CNC(=O)c1ccc(F)cc1
[23] CCc1cc(=NNC(=O)NCCc2ccc(OC)cc2)oc2cc3c(cc12)CCC1(CCCCC1)O3
[24] COc1cc(OC)cc(C(=O)Nc2ccc3oc(-c4ccc(C(C)C)cc4)cc(=O)c3c2)c1

Compound	17	18	19	20	21	22	23	24
Pf apPOL block	-4	0	-12	1	0	2	-8	-9
mHTT-CaM PPI inh	10	5	x	10	x	-11	3	3

[25] O=C(CCS(=O)(=O)Cc1ccc(Cl)cc1)NCc1ccco1
[26] CCCS(=O)(=O)C(C#N)=Cc1ccc(-c2ccc(OC)cc2)s1
[27] O=C(NC1CC1)c1ccc(OCC2CCCN(C(=O)c3cc(F)ccc3F)C2)cc1 (stereo unspecified)
[28] CCN1CCCn2nc(C3CCN(C(=O)c4cccc(C(F)(F)F)c4)CC3)cc2C1=O
[29] COc1cc(OC)c(OC)cc1/C=C1N=C(/C=C/c2ccccc2)OC/1=O
[30] O=C(NC1CCCCCC1)C1CCCN(S(=O)(=O)c2ccc(Br)s2)C1 (stereo unspecified)
[31] O=C(NCc1ccc(N2CCOCC2)nc1)c1ccccc1C(F)(F)F
[32] COc1ccc(-c2nc3cccnc3n2C2CCN(C(=O)c3ccc(C)s3)C2)cc1 (stereo unspecified)

Compound	25	26	27	28	29	30	31	32
Pf apPOL block	-13	-8	1	2	-4	-1	-1	-6
mHTT-CaM PPI inh	4	x	-4	20	-2	-1	2	65*

[33] COc1ccc(OC)c(Nc2nc(-c3ccncc3)cs2)c1
[34] Cc1c(Nc2ncnc3sc4c(c23)CCCC4)c(=O)n(-c2ccccc2)n1C
[35] O=C(NCc1ccccc1)N1CCCC1c1cccc(F)c1 (stereo unspecified)
[36] O=C(NC1CC2CC1N(C(=O)c1ccc(Cl)s1)C2)c1cccs1 (stereo unspecified)
[37] CC(C)Cn1cnc2ccc(NC(=O)c3cccnc3)cc2c1=O
[38] O=C1N=C(N2CCN(c3ccccc3F)CC2)SC1=Cc1cccnc1
[39] COCCNC(=O)CC1CCN(S(=O)(=O)c2c(C)noc2C)CC1
[40] O=C(c1cc(-c2ccco2)[nH]n1)N1CCN(C(=O)C2CC2c2ccccc2)CC1 (stereo unspecified)

Compound	33	34	35	36	37	38	39	40
Pf apPOL block	-10	-1	-6	0	2	-2	-8	-8
mHTT-CaM PPI inh	6	-1	-8	1	2	-4	-8	6

[41] O=C(c1ccc(OCC2CCCN(C(=O)c3ccccn3)C2)cc1)N1CCCCC1 (stereo unspecified)
[42] O=C(NC1CCN(c2nnc3ccc(Cl)cn23)CC1)c1ccc2c(c1)OCO2
[43] Cn1c(=O)c2[nH]c(NCCc3ccccc3)nc2n(C)c1=O
[44] COc1ccc(N2C(=O)C3C4C=CC(O4)C3C2=O)c([N+](=O)[O-])c1 (stereo unspecified)
[45] COCCCNC(=O)c1cc2c(=O)n3ccccc3nc2n(CCOC)c1=N
[46] CC(C)N1CCN(C(=O)C2CCCN(c3nnc4ccccn34)C2)CC1 (stereo unspecified)
[47] CC(C)(C)NC(=O)c1c(F)cccc1F
[48] COc1cc(C(=O)Nc2ccc3nn(-c4ccc(C)cc4)nc3c2)cc(OC)c1OC

Compound	41	42	43	44	45	46	47	48
Pf apPOL block	2	-4	-4	-2	0	-6	-6	1&-1
mHTT-CaM PPI inh	4	-3	-3	4	-2	2	1	3&2

[49] O=C(NCCCCc1ccccc1)c1cccc(NC(=O)c2ccccc2)c1
[50] CCOc1ccc(N2C(=O)CC(N3CCC(C(N)=O)(N4CCCCC4)CC3)C2=O)cc1 (stereo unspecified)
[51] CC(=O)Nc1ccc2nc(SCc3nc4ccccc4[nH]3)sc2c1
[52] OC1c2ccnn2C(O)c2ccnn21 (stereo unspecified)
[53] Cc1cccc(-n2cnc3cc(C(=O)NCc4cccnc4)ccc32)c1
[54] COc1ccc(C(=O)NCc2ccccc2OC)cc1
[55] Cc1cc(Cl)ccc1NC(=O)c1ccc(Br)o1
[56] CCCc1noc(-c2cccnc2N2CCCN(C(=O)Cc3cccc(F)c3)CC2)n1

Compound	49	50	51	52	53	54	55	56
Pf apPOL block	-2	-2	2	-2	25	-3	-4	-4
mHTT-CaM PPI inh	2	4	8	x	0	-8	-1	1

[57] O=C(NC1CC1)c1nnc(N2CCN(c3ccccc3Cl)CC2)c2ccccc12
[58] COc1ccc(C2=CSC3=NCCN23)cc1Cl
[59] c1cnc2nc(-c3ccsc3)c(Nc3ccc4c(c3)OCO4)n2c1
[60] O=C(CCS(=O)(=O)c1ccccc1)NCc1cc(-c2ccc3c(c2)OCO3)on1
[61] Cc1ccc2nc(NC(=O)c3ccccc3[N+](=O)[O-])sc2c1
[62] COc1ccc(C2(CNC(=O)C34CC5CC(CC(C5)C3)C4)CCOCC2)cc1
[63] Cc1noc(C)c1-c1nc(CSc2n[nH]c(=O)n2C2CC2)no1
[64] CC(=O)c1c2c(n3ccccc13)C(=O)c1ccccc1C2=O

Compound	57	58	59	60	61	62	63	64
Pf apPOL block	-2	-1	-2	0	-11&-3	-9	-2&-5	-57
mHTT-CaM PPI inh	20	27	14	-6	12&13	11	x	4

[65] COc1cc(C=CC(=O)c2cc(F)ccc2O)cc(OC)c1OC
[66] O=C1c2ccccc2C(=O)N1CNc1ccccc1Cl
[67] CC(C)Cn1cc2c3c(cccc31)CN(C(=O)Cc1cccs1)CC2
[68] C=CCn1c(N)cc(=O)nc1SCC(=O)Nc1ccc(Cl)cn1
[69] Cc1cc(-c2ccccc2)nc2cc(C(=O)Nc3ccccc3C(F)(F)F)nn12
[70] O=C(c1cc([N+](=O)[O-])cc([N+](=O)[O-])c1Cl)n1nnc2ccccc21
[71] COc1cc(C=C2C(=O)NC(=O)NC2=O)cc(Cl)c1OCc1ccc(Cl)cc1
[72] Cc1ccc(NC(=O)CC2(C)Nc3ccccc3C(=O)N2c2ccccc2C)c(C)c1 (stereo unspecified)

Compound	65	66	67	68	69	70	71	72
Pf apPOL block	2	-15	-7	4	1	-4	0	-5
mHTT-CaM PPI inh	2	-3	64*	1	-12	-7	33	6

A draw from above in order of count of non-hydrogen atoms, smallest number first:
[66] O=C1c2ccccc2C(=O)N1CNc1ccccc1Cl
[70] O=C(c1cc([N+](=O)[O-])cc([N+](=O)[O-])c1Cl)n1nnc2ccccc21
[67] CC(C)Cn1cc2c3c(cccc31)CN(C(=O)Cc1cccs1)CC2
[69] Cc1cc(-c2ccccc2)nc2cc(C(=O)Nc3ccccc3C(F)(F)F)nn12

Compound	66	70	67	69
Pf apPOL block	-15	-4	-7	1
mHTT-CaM PPI inh	-3	-7	64*	-12

Later entries
[73] CC(=O)NC1CCNCC1c1nc(-c2ccccc2)no1 (stereo unspecified)
[74] COC(=O)c1ccc(C(=O)N(Cc2cccs2)Cc2cccn2C)cc1
[75] COc1cccc(C=Nc2ccc(Br)cc2C(=O)O)c1O
[76] CSc1nnc2c(n1)OC(c1cccnc1)Nc1ccccc1-2 (stereo unspecified)
[77] COc1ccccc1CCC(=O)N1CC(c2noc(-c3ccccc3)n2)C1
[78] COc1cc(OC)c(CNc2ccc3c(c2)OCO3)cc1Br
[79] Cc1noc(C)c1C1CCCN1C(=O)c1cccc(C#N)c1 (stereo unspecified)
[80] O=c1[nH]c(=O)n(-c2ccc(F)cc2)c(O)c1C=C1C=Nc2ccc(Br)cc21

Compound	73	74	75	76	77	78	79	80
Pf apPOL block	1	-6	0	2	-1	-7	4	1
mHTT-CaM PPI inh	-3	0	-1	2	-2	100*	-7	3

[81] COc1cc(CN2CCN(c3cc(C)ccc3C)CC2)c([N+](=O)[O-])cc1OC
[82] O=C(CCCC(=O)OCC(Cl)=C(Cl)Cl)NC1CCCCC1
[83] COc1ccc(C(/C=C2\N(C)c3ccccc3C2(C)C)C[N+](=O)[O-])cc1 (stereo unspecified)
[84] O=[N+]([O-])c1cc(C=Nc2c(-c3ccco3)nc3ccccn23)ccc1Br
[85] COc1ccc([C@@H]2Sc3ccccc3N(CCN(C)C)C(=O)[C@@H]2OC(C)=O)cc1
[86] O=C1OC(Oc2ccccc2)(c2ccccc2)c2ccccc21 (stereo unspecified)
[87] Cc1ccc(C2CC(C(F)(F)F)n3ncc(C(=O)O)c3N2)cc1 (stereo unspecified)
[88] O=C(NCc1ccccc1)N1CCCC2(C1)Nc1ccccc1NC2=NC1CCCC1 (stereo unspecified)
[89] CC(=O)n1cc(/C=C2/N=C(c3ccccc3)OC2=O)c2ccccc21
[90] COc1cccc(CNC(=O)N2CCCCC2c2nncn2C)c1 (stereo unspecified)
[91] O=C(c1ccco1)N1CCC(Oc2cc(N3CCCCC3)ncn2)C1 (stereo unspecified)

Compound	81	82	83	84	85	86	87	88	89	90	91
Pf apPOL block	3	x	0	-1	-20	1	-1	-6	2	-4	0
mHTT-CaM PPI inh	36	-1	50	18	x	-41	4	100*	7	-1	2

Assay outcomes as filed in PubChem BioAssay.
